TAAR1 agonist = human TAAR1 agonism | Q96RJ0 | CHO RD-HGA16 TAAR1, Fluo-8 calcium fluorescence; vehicle wells 0%, saturating PEA agonist 100% | activation, % at 3 µM | actives 0.99% (n = 360,000) | AID 624467;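 active means activation above the mean activation of all test compounds in the run plus 3 SD, cut at about 38% in these data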
Target sequence (Q96RJ0 whole entry, looked up): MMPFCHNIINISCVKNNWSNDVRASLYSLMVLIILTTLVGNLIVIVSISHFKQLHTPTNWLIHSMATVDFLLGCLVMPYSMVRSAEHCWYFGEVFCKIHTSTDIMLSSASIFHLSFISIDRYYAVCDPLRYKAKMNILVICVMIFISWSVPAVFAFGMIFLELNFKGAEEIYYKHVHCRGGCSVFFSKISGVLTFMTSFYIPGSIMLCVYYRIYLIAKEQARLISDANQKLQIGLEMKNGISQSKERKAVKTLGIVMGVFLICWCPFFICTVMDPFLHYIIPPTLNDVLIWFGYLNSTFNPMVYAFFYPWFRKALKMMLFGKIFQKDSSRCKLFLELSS
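Test system: RD-HGA16 (CHO) cells co-expressing Gα16 and hTAAR1; dosing: one-point dosing at 3 µM (nominal); timing: 17-24 h seeding, 75 min 37 °C dye, 30 min RT; signal: kinetic Fluo-8 calcium fluorescence; read-out basis: % activation relative to PEA EC100 response; controls: DMSO and PEA EC100; replicates: n 1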
CHO-K1 Ca antag = M1 antagonist counterscreen hit in parental CHO-K1 cells; actives 0.6% (n = 360,000); AID 602250; inhibition, % at 3 µM; ATP-induced calcium, Fluo-8 fluorescence;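 active means inhibition above a per-plate cutoff, the plate's mean sample inhibition plus 3 SD, cut at about 24% in these data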;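 further: 0% = DMSO plus EC80 ATP and 100% = DMSO alone without ATP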
CHO-K1 Ca ag = M1 agonist counterscreen hit in parental CHO-K1 cells; Fluo-8 calcium fluorescence; scaled to maximal ATP response, vehicle zero; activation, % at 3 µM; actives 0.48% (n = 360,000); in the data active means activation above about 15%;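 further: untransfected CHO-K1 host cells lacking M1 receptor as counterscreen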
CHRM1 antagonist = antagonists of human M1 muscarinic receptor. actives 1.3% (n = 360,000). CHO-K1 hM1, Fluo-8 calcium fluorescence, ACh EC80 antagonist. inhibition, % at 3 µM. P11229. AID 588852;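 active means percent inhibition above its own plate's cutoff, namely the mean of that plate's compound wells plus 3 SD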;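 further: peak over basal fluorescence ratio during 140 s after agonist addition; 0% = ACh EC80 plus DMSO and 100% = DMSO alone without agonist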
Target sequence (P11229 whole entry, looked up): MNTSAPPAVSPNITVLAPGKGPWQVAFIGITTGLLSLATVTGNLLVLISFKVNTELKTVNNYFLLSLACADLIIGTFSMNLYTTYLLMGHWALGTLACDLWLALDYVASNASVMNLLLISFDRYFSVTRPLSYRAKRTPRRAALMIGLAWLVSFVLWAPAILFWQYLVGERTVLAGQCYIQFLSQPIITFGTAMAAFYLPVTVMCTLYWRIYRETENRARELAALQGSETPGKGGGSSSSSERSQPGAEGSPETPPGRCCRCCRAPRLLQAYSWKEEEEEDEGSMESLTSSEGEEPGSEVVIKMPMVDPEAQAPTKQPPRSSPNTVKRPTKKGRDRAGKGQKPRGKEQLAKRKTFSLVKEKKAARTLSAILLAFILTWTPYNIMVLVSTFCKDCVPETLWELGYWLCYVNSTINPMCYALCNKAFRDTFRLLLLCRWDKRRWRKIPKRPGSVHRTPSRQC
CHO parental Ca = signal in parental CHO cells, OX1R antagonist counter-screen; AID 463079; inhibition, % at 5.6 µM; actives 0.63% (n = 330,000); parental CHO-K1, ATP-induced calcium, Fluo-8 fluorescence;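 active means inhibition above that plate's mean sample inhibition plus 3 SD, cut at about 26% in these data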;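 further: 0% = ATP-challenged DMSO wells and 100% = DMSO wells without ATP; some compounds past the cut are filed as inactive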
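Assay system: untransfected parental CHO cell line. Also added: ATP agonist challenge. Dosing: one dose, 5.6 µM nominal. Measured by: Fluo-8 fluorescence. Read-out: % inhibition. Benchmarks: ATP wells versus no-ATP DMSO wells. Repeats: no replicates.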
TAAR1 antagonist = antagonists of human TAAR1; actives 1.5% (n = 360,000); CHO RD-HGA16 TAAR1, Fluo-8 calcium fluorescence, antagonist; Q96RJ0; inhibition, % at 3 µM;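 active means inhibition above a per-plate cutoff, the mean inhibition of test compounds on that plate plus 3 SD, cut at about 49% in these data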;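 further: 0% = DMSO plus EC80 beta-PEA response and 100% = DMSO alone without agonist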
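System: CHO RD-HGA16 cells bearing hTAAR1. Reagent: EC80 β-phenethylamine stimulus. Schedule: seeding 17-24 h prior, 75-min 37 °C, 30-min RT dye loading. Signal: Fluo-8 intracellular calcium dye fluorescence, real-time kinetic reads. Read-out: % inhibition from peak post-agonist over basal fluorescence ratio. Benchmarks: vehicle wells and EC80 agonist wells. Replicates: n of 1.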
CHRM1 agonist = activates human CHRM1 receptor. AID 588814. actives 0.33% (n = 360,000). P11229. CHO-K1 hM1, Fluo-8 calcium fluorescence, agonist mode; 0% DMSO, 100% acetylcholine EC100. activation, % at 3 µM;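 active means activation above the run's mean compound activation plus 3 SD, cut at about 16% in these data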;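 further: peak over basal fluorescence ratio within a 140 s kinetic read after compound addition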
CHRM1 PAM = potentiates human M1 receptor response to acetylcholine | P11229 | CHO-K1 hM1, Fluo-8 calcium fluorescence, ACh EC20; 0% = ACh EC20, 100% = maximal ACh | activation, % at 3 µM | actives 0.088% (n = 360,000) | AID 588819; in the data active means activation above about 19%, passing the limit was not always enough
M1 PAM parental = counter-screen for M1 PAMs: effect in parental CHO-K1 cells | ATP EC20, Fluo-8 calcium fluorescence; 0% at ATP EC20, 100% at ATP max | activation, % at 3 µM | actives 0.02% (n = 360,000) | AID 602247;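 active means activation above the run cutoff, the mean activation of all test compounds plus 3 SD, cut at about 40% in these data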;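 further: peak over basal fluorescence ratio in a 140 s read after ATP addition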
An asterisk follows results filed as active; . = not tested or not shown.

SMILES	TAAR1 agonist	CHO-K1 Ca antag	CHO-K1 Ca ag	CHRM1 antagonist	CHO parental Ca	TAAR1 antagonist	CHRM1 agonist	CHRM1 PAM	M1 PAM parental
O=C(NCCN1C(=O)S/C(=C\c2ccc(F)cc2)C1=O)c1cccc(S(=O)(=O)N2CCOCC2)c1	16	-3	2.6	-2	10	70*	-3	-5	11
COc1ccc2c(c1OC)C(=O)OC2	1	8	0.2	1	4	-16	9	9	-15
COc1ccc(CCNC(=O)CN2C(=O)NC3(CCOc4ccccc43)C2=O)cc1 (stereo not given)	1	-11	1.6	-13	.	-25	-3	11	15
CN(C(=O)c1cnc(N2CCN(c3ncccn3)CC2)c2ccccc12)c1ccc(Cl)cc1	14	3	0.4	-36	-20	51*	-2	9	0
COc1ccc(C(=O)c2[nH]c(N)c(C(=O)NCCc3c[nH]c4ccccc34)c2-c2ccc(Cl)c(F)c2)cc1	9	-20	1.1	.	.	5	.	.	22
c1ccc2sc(NC3=NCN(C4CCCCCC4)CN3)nc2c1	11	-6	5.1	2	-17	-9	-1	-7	11
CCOC1(C)OCC(=O)[C@]2(CCC3C4CCC5=CC(=O)C=CC5(C)C4C(=O)CC32C)O1 (stereo not given in full)	-1	-8	1.0	-13	-6	-10	-11	-6	18
Cc1cc(C)nc(NS(=O)(=O)c2ccc(NC(=O)c3cc(=O)c4ccccc4o3)cc2)n1	4	-19	0.9	-10	-19	-11	-2	9	17
NC(CSCc1ccccc1Cl)C(=O)O (stereo not given)	4	-13	1.0	-4	-10	-14	-4	6	23
CCOc1ccc(NC(=O)CN(C)C(=O)c2ccc(COc3ccccc3)cc2)cc1OCC	0	-4	0.3	-19	-13	1	-3	12	10
Cc1ccc(N(CC(=O)NCCSc2ccccn2)S(C)(=O)=O)cc1	16	-8	1.2	3	-15	2	-13	-9	21
CCn1c(-c2cccnc2Cl)nc2cc(C)c(C)cc21	-1	20	-0.4	-1	-16	17	-10	2	-10
O=C1N=C(N2CCN(c3ccccc3)CC2)SC1Cc1ccccc1 (stereo not given)	4	-2	3.8	6	-11	5	-3	2	14
CCC(=O)N(CC(=O)Nc1sc(C)c(C)c1C(N)=O)C1CCCC1	0	-8	-0.4	-2	-5	-29	-8	4	4
C/C(=N\Nc1nccnc1Cl)c1ccc([N+](=O)[O-])cc1	-3	-4	-0.3	-8	-16	-21	-5	9	6
Cc1ccc(SCc2nc(N)nc(Nc3ccccc3C)n2)cc1C	-2	-4	-0.1	-9	-25	-14	-8	6	13
COc1ccc(CCc2nc(-c3cccs3)no2)cc1	-2	-12	2.0	-18	-10	3	-5	9	21
CN(C)/C=C(/C(=O)c1ccc(F)cc1)S(=O)(=O)c1ccc(F)cc1	0	-6	1.0	-3	-18	-6	-9	11	20
CCCCn1c(N)c(-c2nc3ccccc3o2)c2c([N+](=O)[O-])nn(C)c(=O)c21	1	3	11	-3	-7	9	-8	4	18
CN1CCN(C(=O)c2cnn(-c3ccccc3)c2NC(=O)c2ccccc2)CC1	6	5	0.2	6	11	-1	-4	-3	-11
CCC(C)N(C(=O)C(F)(F)F)C(C(=O)NC1CCCCC1)c1ccncc1 (stereo not given)	0	0	1.3	-10	5	-2	-2	12	22
CCN(CC)CCNC(=O)CNC(=O)c1nn(-c2ccc(OC)cc2)c(=O)c2ccccc12	5	-14	1.7	-19	-4	-23	-11	13	-4
Cc1ccc(S(=O)(=O)c2c(N)n(CCCO)c3nc4ccccc4nc23)cc1	6	2	0.2	-6	-16	-29	-3	11	5
O=c1c(-c2cccc3ccccc23)[n+]([O-])c2ccccc2n1O	2	-2	0.2	-22	-17	-5	-1	7	11
O=C(O)c1cc(Cl)nc2ccccc12	1	-11	0.3	-14	1	-11	-2	6	11
CC1CCCCN1CCCNc1ccc(C(CC(N)=O)NC(=O)Cc2ccc(Br)cc2)cc1[N+](=O)[O-] (stereo not given)	17	-15	0.1	-14	-9	2	-8	4	21
c1cc(-c2cc3c(o2)CCCC3OCCN2CCOCC2)cs1 (stereo not given)	1	-1	0.7	.	.	-9	.	.	5
Cc1cc(C)cc(OCC(=O)OCC(=O)c2cc(C)n(C3CC3)c2C)c1	-1	8	-0.2	-8	-4	-39	-1	9	-25
CC1CCN(C(=O)CSc2nnc(N)s2)CC1	-1	-2	1.1	-15	.	8	-3	14	14
CCc1ccc(N=Nc2ccc(O)c3[nH]cnc23)cc1	12	18	13	40*	30	46	14	-15	-15
CC(C)CC(C(=O)OCC(=O)N1CCN(c2ccccc2)CC1)N1C(=O)c2ccccc2C1=O (stereo not given)	8	-7	2.1	-2	.	-9	-5	0	17
Clc1cncc(Cl)c1NNc1c2ccccc2nc2ccccc12	1	5	0.6	-13	4	-27	-2	7	11
Cc1ccc(Oc2ncccc2CO)cc1	7	4	0.0	3	-7	5	-1	11	-8
Cc1ccc2c(C)c(C(=O)N(C)Cc3ccncn3)oc2c1C	-1	-2	0.2	-8	-4	-46	-5	7	-2
CCOC(=O)n1c(=O)[nH]c2ccc(Br)cc21	8	3	0.3	-14	-13	1	-4	14	8
Cc1cc(O)c(C2=Nc3ccccc3SC(c3ccc(Cl)cc3)C2)c(=O)o1 (stereo not given)	4	-11	1.0	-12	-10	-14	-8	7	29
COc1ccc2oc(C(=O)OCC(=O)Nc3ccc(OC)c(S(N)(=O)=O)c3)c(C)c2c1	0	-1	0.0	-10	-17	0	-2	11	-8
O=Nc1c(O)[nH]c2ccc(Cl)cc12	8	-1	-0.1	0	0	10	-7	6	9
O=C(c1cc(F)c(F)cc1Cl)N1CCN(CCc2ccccc2)CC1	6	7	1.0	-5	-17	9	-2	-3	13
CC(CC(=O)N1CCc2ccccc21)n1cccn1 (stereo not given)	1	4	0.0	11	-6	-26	-3	-4	-2
COC(=O)c1ccc(Cn2cc(Cl)cn2)o1	1	-7	0.3	0	-2	-52	-4	2	9
CCCCNC(=S)N1CCn2cccc2C1c1ccc(F)cc1 (stereo not given)	0	-11	1.2	9	-8	-14	-3	-4	5
CC1CC(C)CN(S(=O)(=O)c2ccc3c(c2)oc(=O)n3CC(=O)N2CCOCC2)C1 (stereo not given)	0	3	0.0	-19	3	12	1	11	-6
Cc1nc2ccccc2n1CCOc1ccc(F)cc1	3	1	2.9	-1	.	11	-9	-3	-12
COC(=O)c1sc2ccccc2c1NC(=O)c1ccc(S(=O)(=O)N2CCC(C)CC2)cc1	1	-6	-0.3	-5	-20	31	-1	1	-6
CCOc1ccc2c(c1)OC(c1ccccc1)(C(F)(F)F)NC2=O (stereo not given)	6	-5	-0.3	12	-10	7	-8	-11	9
O=C(CCc1nc2ccccc2c(=O)[nH]1)OCC(=O)c1cccc(Cl)c1	9	-9	0.1	3	-17	-12	0	7	24
COc1ccc(OC)c2c(C)c(C)[nH]c12	5	-9	1.9	5	-3	-6	-5	1	15
Cc1ccccc1NC(=O)COC(=O)c1ccc2c(c1)OCCO2	1	1	2.2	-4	.	-7	-2	3	-11
Cc1cccc(-c2nc3ccccc3c(=O)n2NC(=S)N(C)C)c1	1	6	1.0	10	-1	-2	-5	-3	-12
C[C@]12CCC3C(CC[C@H]4CC(O)CC[C@]34C)C1CC/C2=N/O (stereo not given in full)	10	-10	6.7	-3	-4	11	-1	-4	-5
c1ccc(OCCNc2ccn3nc(-c4ccco4)cc3n2)cc1	4	0	1.8	-11	.	12	0	5	17
O=[N+]([O-])c1ccc(N2CCCCC2)cc1NCCOc1ccccc1	2	-2	-0.1	-1	-18	-12	-7	1	13
O=C(NC(=S)Nc1cccc2c(O)cccc12)c1cccc(Br)c1	5	-4	1.1	4	-4	31	-2	1	14
C=CCn1c(SCC(=O)NC2(C)CCS(=O)(=O)C2)nc2ccccc21 (stereo not given)	2	-12	0.0	-4	-15	-3	-5	0	12
COc1ccc(N(CC(=O)NCc2ccccc2OC)S(=O)(=O)c2ccccc2)cc1	-1	0	2.1	-1	-14	11	-2	4	-2
COc1cc(OC)cc(C(=O)Nc2nc(CC(=O)NCc3ccc(F)cc3)cs2)c1	8	5	4.7	18	-22	50*	-3	-8	7
COCCCNC(=O)CSc1nc2ccccc2c(=O)n1CCc1ccc(S(N)(=O)=O)cc1	10	7	4.4	17	-12	57*	-2	-8	-4
Cn1cc(Cl)nc1C(O)c1ccccc1 (stereo not given)	1	-6	0.6	-5	-5	-2	-4	3	12
CCc1ccc2nc(N(CCCN(C)C)C(=O)c3ccc(S(=O)(=O)N4CCc5ccccc5C4)cc3)sc2c1	36	-2	6.3	-4	-20	17	-2	13	25

An excerpt from above in order of length of the SMILES, high to low.
SMILES	TAAR1 agonist	CHO-K1 Ca antag	CHO-K1 Ca ag	CHRM1 antagonist	CHO parental Ca	TAAR1 antagonist	CHRM1 agonist	CHRM1 PAM	M1 PAM parental
CCC(=O)N(CC(=O)Nc1sc(C)c(C)c1C(N)=O)C1CCCC1	0	-8	-0.4	-2	-5	-29	-8	4	4
Cc1cccc(-c2nc3ccccc3c(=O)n2NC(=S)N(C)C)c1	1	6	1.0	10	-1	-2	-5	-3	-12
c1ccc2sc(NC3=NCN(C4CCCCCC4)CN3)nc2c1	11	-6	5.1	2	-17	-9	-1	-7	11
COc1ccc2c(c1OC)C(=O)OC2	1	8	0.2	1	4	-16	9	9	-15

(further entries)
SMILES	TAAR1 agonist	CHO-K1 Ca antag	CHO-K1 Ca ag	CHRM1 antagonist	CHO parental Ca	TAAR1 antagonist	CHRM1 agonist	CHRM1 PAM	M1 PAM parental
O=C(NCCCCc1ccccc1)c1cccc(Br)c1	0	1	0.4	-4	-12	-3	-5	10	8
Cc1ccc(S(=O)(=O)NNC(=S)Nc2ccccc2)cc1	-1	12	-0.1	3	-8	7	-2	0	3
CN(C)c1ccc(/C=C/C(=O)c2cccnc2)cc1	32	20	65*	28	49*	9	60*	-18	-8
CCOC(=O)CN=C(NS(=O)(=O)c1ccc(Cl)cc1)c1ccccc1	4	0	-0.6	-14	-19	-4	-3	12	7
Cc1cccc(CNC(=O)Cn2ccc3cc(S(=O)(=O)N4CCCC4)ccc32)c1	1	-8	1.8	-5	-23	-20	-4	5	8
CN(C)S(=O)(=O)c1ccc(C(=O)N(c2ccccn2)c2ccccn2)cc1	1	3	0.3	-1	-2	7	-3	-1	10
CC1(C)CC(=O)C2=C(C1)Oc1ncn(CCCO)c(=N)c1C2c1ccccc1 (stereo not given)	-1	5	-0.2	-28	-20	1	-2	13	-6
COc1ccc(OCC(=O)N2CCN(S(=O)(=O)c3ccc(Cl)s3)CC2)cc1	2	-1	0.8	4	-7	22	-5	-3	-1

Compounds were not picked by outcome; about 4.4% have a hit in one of these screens.
